Spn MK inh – blocks S. pneumoniae mevalonate kinase; inhibition, % at 10 µM; purified MK, PK/LDH-coupled NADH absorbance 340 nm; AID 555; actives 0.48% (n = 65,000);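 active = ranked among the strongest by inhibition in the single 10 µM screen, a fixed top-ranked set picked for dose follow-up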; also: no value below 0 was filed
HT1080 viability – HT1080 cell viability loss – fluorescence readout (AID 620); one-dose cytotoxicity, % at 10 µM; EC50 in µM for titrated hits; actives 0.42% (n = 87,000); HT1080 viability, fluorescence; higher % means a stronger effect;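 also: cells exposed to compound overnight then 4 h with Alamar Blue; 0% = vehicle DMSO and 100% = killing control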
Spn PMK inh – S. pneumoniae PMK inhibition; purified PMK, PK/LDH-coupled NADH absorbance 340 nm; inhibition, % at 10 µM; actives 0.49% (n = 65,000);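 active = top-ranked compounds by inhibition in the single 10 µM screen, taking a fixed number of the strongest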;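 also: 0% = full reaction with DMSO carrier and 100% = background rate without enzyme reaction; no value below 0 was filed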
HPDE-C7 cytotoxicity – HPDE-C7 pancreatic duct cell viability loss – fluorescence, HTS (AID 430) | HPDE-C7 pancreatic duct cells viability, fluorescence; higher % means a stronger effect | actives 1.8% (n = 63,000) | one-dose cytotoxicity, % at 10 µM; EC50 in µM for titrated hits;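 also: cells exposed to compound for 48 hours before viability readout; 0% = vehicle and 100% = reference cytotoxic drug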
LYP inhibition – LYP phosphatase inhibitors, primary screen, biochemical, DiFMUP fluorescence, recombinant catalytic domain, 10 µM (AID 606); recombinant LYP catalytic domain, DiFMUP fluorescence; higher % means a stronger effect; one-dose inhibition, % at 10 µM; IC50 in µM for titrated hits; 52,000 tested, under 10 active;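 active = IC50 under 40 µM in the dose-response test; inactive = IC50 of 40 µM or more, or never dose-tested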
DPM-DC inhibit – blocks S. pneumoniae diphosphomevalonate decarboxylase; purified DPM-DC, PK/LDH coupled NADH fluorescence; calls only at 10 µM; actives 0.49% (n = 65,000);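 active = the 320 compounds with the highest percent inhibition in the single-dose primary screen, excluding strongly autofluorescent ones, cut at about 32% in these data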;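 also: kinetic rate of NADH fluorescence loss reporting ADP formed by the decarboxylase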
KRASV12 cytotoxicity – viability loss of HPDE-C7K cells – cell-based, fluorescence, HTS, primary screen (AID 431) | HPDE-C7K KRASV12 cells, Alamar Blue viability, 48 h; higher % means a stronger effect | cytotoxicity, % at 10 µM; hits with a dose series show EC50 in µM | actives 1.7% (n = 63,000);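 active = compounds whose percent cytotoxicity in the single-dose primary screen, scaled between solvent and toxic-drug controls, exceeds 50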;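 also: 0% = DMSO solvent wells and 100% = doxorubicin-treated wells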
TNAP inhibition – human TNAP enzyme inhibitors, biochemical, luminescent (AID 518) | purified TNAP enzyme, luminescent substrate readout; higher % means a stronger effect | one-dose inhibition, % at 20 µM; IC50 in µM for titrated hits | actives 0.09% (n = 64,000); in the data active = a potency from the dose series; inactive = the rest, 99 in 100 with inhibition below about 22%;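 also: plate controls were vehicle for no effect and reference inhibitor for full effect; many of its hits are not listed in these tables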
Bfl-1 displacement – Bfl-1 inhibitors, primary screen, biochemical, fluorescence polarization, FITC-Bid, mouse (AID 432); FITC-Bid BH3 peptide fluorescence polarization displacement; higher % means a stronger effect; displacement, % at 20 µM, or IC50 in µM where a hit was titrated; actives 0.02% (n = 64,000); in the data active = a potency from the dose series; inactive = the rest, 99 in 100 with displacement below about 15%; also: strong numbers were not always called active
Spn PMK inh pilot replicates – recorded beside Spn PMK inh, whose call it bears; inhibition, %; measured here: pilot screen replicates
Spn MK inh pilot replicates – also measured in Spn MK inh; calls as there; inhibition, %; measured here: pilot screen replicates
DPM-DC inhibit pilot screen % – recorded beside DPM-DC inhibit, whose call it bears; inhibition, %; measured here: pilot screen trials
Starred values were filed as active, the others as inactive; i = inactive; . = not tested or not shown. Rule as the data show it, unless noted: active = cytotoxicity above about 50%; inactive = the rest.

SMILES | Spn MK inh | HT1080 viability | Spn PMK inh | HPDE-C7 cytotoxicity | LYP inhibition | DPM-DC inhibit | KRASV12 cytotoxicity | TNAP inhibition | Bfl-1 displacement | others
CCOc1ccc2nc(NCCNC(=O)Nc3ccccc3)c(C#N)cc2c1 | 8 | -6% | 14 | 2% | -2% | i | -3% | -18% | -2%
CCCCOCCCNC(=O)Cc1ccccc1OC | 6 | -3% | 2 | -5% | 14% | i | 1% | 3% | -3%
COc1cc(-n2nnnc2SCC(=O)N2CCN(c3ccc(F)cc3)CC2)c(OC)cc1Cl | 7 | -2% | 4 | 10% | 5% | i | 10% | 8% | -6%
COc1ccccc1N1CCN(C(=O)c2ccc(Br)s2)CC1 | 9 | -2% | 0 | -1% | . | i | 7% | 2% | 3%
O=C(CSCC(=O)OCn1nnc2ccccc2c1=O)Nc1ccc(Cl)cc1 | 4 | 9% | 0 | . | 11% | i | . | . | .
COC(=O)c1ccc(C2NC(=O)NC(C)=C2C(=O)N(C)C)cc1 (stereo not drawn) | 2 | 4% | 9 | 3% | . | i | 7% | 2% | -3%
Cc1cnc(C(=O)OCC(=O)Nc2cccc(Cl)c2)cn1 | 12 | 0% | 9 | -26% | . | i | -17% | 6% | -4%
O=C(CSc1nc2c(cnn2-c2ccccc2)c(=O)[nH]1)N1CCOCC1 | 0 | -1% | 1 | 2% | . | i | -2% | 10% | 5%
CC(C)NC(=O)c1n[nH]c(=O)c2ccccc12 | 0 | -4% | 0 | -20% | 6% | i | -22% | 4% | 5%
CC1(C)CC(=O)c2cnc(NC(=O)CCc3ccccc3)nc2C1 | 7 | -4% | 8 | -6% | 2% | i | -13% | 5% | 3% | Spn PMK inh pilot replicates=2.0;Spn MK inh pilot replicates=1.0;DPM-DC inhibit pilot screen %=0.5
COc1cccc(N2CCN(C(=O)c3ccc4nc(N5CCCCC5)sc4c3)CC2)c1 | 1 | -2% | 5 | 0% | 8% | i | 8% | 8% | 10%
CC(=O)Oc1cccc(/C=c2\sc3nc(-c4ccco4)nn3c2=O)c1 | 0 | 2% | 13 | 3% | 6% | i | 9% | 16% | 20% | Spn PMK inh pilot replicates=2.5;Spn MK inh pilot replicates=0.0;DPM-DC inhibit pilot screen %=0.0
O=C1c2oc3ccc(Br)cc3c(=O)c2C(c2cccnc2)N1Cc1ccco1 (stereo not drawn) | 4 | 2% | 4 | -14% | 2% | i | 1% | 5% | -2%
COC(=O)c1cccc(N2C(=O)C(Cl)=C(N3CCOCC3)C2=O)c1 | 4 | -8% | 9 | 3% | . | i | 7% | 9% | 31%
CCn1c(SCC(N)=O)nnc1-c1ccco1 | 13 | -10% | 13 | -14% | -6% | i | -6% | 8% | -1%
Nc1nc(-c2c[nH]c3ccccc23)cs1 | 5 | -6% | 0 | 13% | 2% | i | -2% | 3% | -11%
COc1cccc(/C=N/n2cnnc2)c1OCc1ccccc1 | 4 | 1% | 10 | -18% | 3% | i | -28% | 6% | -9% | Spn PMK inh pilot replicates=3.5;Spn MK inh pilot replicates=2.0;DPM-DC inhibit pilot screen %=11
CCOC(=O)Cc1nn2c(=O)cc(C)nc2s1 | 0 | -3% | 8 | -7% | -1% | i | -1% | 8% | 3% | Spn PMK inh pilot replicates=1.5;Spn MK inh pilot replicates=5.5;DPM-DC inhibit pilot screen %=0.0
O=C1CC(c2ccc(F)cc2)Cc2nc(NCc3ccco3)ncc21 (stereo not drawn) | 0 | -11% | 3 | -11% | 8% | i | -23% | 5% | -4%
O=C(CCN1CCOCC1)Nc1ccc2c(c1)N(C(=O)CN1CCOCC1)c1ccccc1CC2 | 10 | 4% | 10 | -8% | 14% | i | -9% | -2% | -1%

The last 2 entries of the part above lead into the next:
SMILES | Spn MK inh | HT1080 viability | Spn PMK inh | HPDE-C7 cytotoxicity | LYP inhibition | DPM-DC inhibit | KRASV12 cytotoxicity | TNAP inhibition | Bfl-1 displacement | others
O=C1CC(c2ccc(F)cc2)Cc2nc(NCc3ccco3)ncc21 (stereo not drawn) | 0 | -11% | 3 | -11% | 8% | i | -23% | 5% | -4%
O=C(CCN1CCOCC1)Nc1ccc2c(c1)N(C(=O)CN1CCOCC1)c1ccccc1CC2 | 10 | 4% | 10 | -8% | 14% | i | -9% | -2% | -1%
O=C(O)C1CCCCC1C(=O)NCc1ccc(F)cc1 (stereo not drawn) | 9 | 5% | 0 | -4% | 5% | i | -3% | 6% | -1%
COc1cc(NC(=O)c2ccco2)c(OC)cc1NC(=O)CSc1ncc(-c2ccc(F)cc2)[nH]1 | 7 | 18% | 0 | 22% | . | i | 26% | 11% | -8%
Cc1ccc(CNC(=O)CCCOc2cc(=O)n(C)c3ccccc23)o1 | 6 | 0% | 14 | -1% | . | i | 5% | 5% | -1%
CC(NC(=O)C1CC=CCC1C(=O)O)C1CC2CCC1C2 (stereo not drawn) | 8 | 2% | 8 | -25% | 8% | i | -14% | 8% | -13%
CCn1c(SCC(=O)N2CCCC2)nc2c1c(=O)n(C)c(=O)n2C | 8 | -4% | 14 | -10% | 13% | i | -12% | 7% | 4%
Cc1ccc(SCCN2C(=O)NC(C)(C)C2=O)cc1 | 11 | 10% | 1 | 7% | 8% | i | 4% | 9% | -9%
c1ccc2c(c1)CCN(c1nc3cc4c(cc3s1)OCCO4)C2 | 12 | 3% | 13 | 9% | 17% | i | 8% | 12% | -3%
CCCC(NS(=O)(=O)c1ccc(Br)cc1)C(=O)O (stereo not drawn) | 3 | 0% | 0 | -8% | -7% | i | -11% | 0% | -1%
CC(C)N(C=O)C1(C(=O)NC2CCCCC2)CCCCC1 | 7 | 1% | 8 | 3% | -3% | i | 3% | 8% | 4% | Spn PMK inh pilot replicates=1.5;Spn MK inh pilot replicates=2.0;DPM-DC inhibit pilot screen %=3.0
ON=C1/C(=N\O)CC2(C/C1=N/O)OCCO2 | 6 | 20% | 0 | -6% | 7% | i | 1% | 4% | -1% | Spn PMK inh pilot replicates=3.5;Spn MK inh pilot replicates=0.0;DPM-DC inhibit pilot screen %=3.0
COc1cccc(-c2nc(CS(=O)(=O)CC(=O)Nc3cccc(C)c3C)c(C)o2)c1 | 2 | -2% | 0 | -4% | 15% | i | -6% | 5% | -1%
CC(C)N(Cc1nc(-c2ccc(Cl)cc2)no1)C(=O)C12CC3CC(CC(C3)C1)C2 | 5 | -8% | 9 | 0% | 11% | i | -8% | 13% | 2%
COc1ccc(N2C(=O)CC(N(Cc3ccc(S(N)(=O)=O)cc3)C(C)=O)C2=O)cc1 (stereo not drawn) | 0 | -4% | 9 | -14% | -8% | i | -10% | 4% | 0%
O=C(NCN1CCN(c2ccccc2F)CC1)c1ccccc1 | 4 | 0% | 10 | -4% | . | i | 2% | 2% | -4%
O=C(CCC(=O)c1cccs1)OCC(=O)N1CCN(S(=O)(=O)c2ccccc2)CC1 | 0 | 4% | 0 | -9% | 2% | i | -7% | 14% | -5%
COc1ccc(OC)c2[nH]c(=O)c(CCNC(=O)C3CCCCC3)cc12 | 0 | 11% | 13 | 3% | 19% | i | 0% | 3% | 6%
CCCCCCn1c(C(C)NC(=O)c2ccco2)nc2ccccc21 (stereo not drawn) | 6 | -5% | 5 | -2% | 4% | i | 0% | 11% | -7%
O=C(Nc1ccccc1C(=O)N1CCN(Cc2ccccc2)CC1)c1ccccn1 | 6 | 2% | 9 | 5% | 8% | i | 9% | 10% | 2%
CC(C)[C@@H]1NC(=O)N(c2ccc(Oc3ccccc3)cc2)C1=O | 4 | 0% | 9 | -2% | 11% | i | -6% | 7% | -2%
COc1ccccc1C(=O)NC(C)c1nc2ccccc2[nH]1 (stereo not drawn) | 1 | 1% | 0 | -7% | 10% | i | -6% | 2% | -2%
O=C(C1CCC(CNc2nc(=S)[nH]c3ccccc23)CC1)N1CCN(c2ccccn2)CC1 (stereo not drawn) | 7 | -3% | 0 | 5% | 10% | i | 10% | 1% | 3%
C=CCSc1nnc(-c2ccncc2)n1-c1ccc(OCC)cc1 | 4 | . | 0 | -6% | 8% | i | -2% | 4% | -7%
O=C1OCc2cc(NC(=O)C3CCCCC3)ccc21 | 5 | 8% | 13 | -18% | . | i | 1% | 6% | -7%
C=CCN(CC=C)S(=O)(=O)c1ccc2nsnc2c1 | 0 | -6% | 7 | -7% | 7% | i | -22% | 19% | 7%
CCc1nc(NCC(C)C)c(C#N)c2c1COC(C)(C)C2 | 0 | -12% | 7 | -6% | 1% | . | -30% | 7% | -2%
O=C(CCc1nc(-c2ccccc2F)no1)NCc1ccco1 | 3 | 2% | 16 | 5% | 0% | i | -6% | 12% | 2%
O=C1C(=O)N(Cc2cccnc2)C(c2ccccn2)/C1=C(/O)c1ccc(F)cc1 (stereo not drawn) | 6 | -4% | 0 | -3% | . | i | -24% | 10% | 4%
O=C(CCN1CCN(C(=O)c2ccco2)CC1)Nc1ccc(F)cc1 | 4 | -8% | 14 | -2% | 7% | i | -9% | 5% | -2% | Spn PMK inh pilot replicates=6.0;Spn MK inh pilot replicates=3.5;DPM-DC inhibit pilot screen %=2.5
Cc1ccccc1Cn1nc(C)c(NC(=O)c2cc3n(n2)C(C(F)F)CC(C(F)F)N3)c1C (stereo not drawn) | 16 | 2% | 4 | -21% | 10% | i | -12% | 6% | 1%
COCCN(CCOC)S(=O)(=O)c1ccc(C(=O)Nc2nnc(C3CC3)o2)cc1 | 6 | 2% | 18 | -22% | 12% | i | -6% | 13% | -4% | Spn PMK inh pilot replicates=2.0;Spn MK inh pilot replicates=1.5;DPM-DC inhibit pilot screen %=4.0
c1cc(-c2nnc(-c3ccncc3)o2)ccn1 | 7 | 0% | 0 | -11% | . | i | -5% | 12% | -3%
CC(CCc1ccccc1)NC(=O)C1CCCN(c2nnc(-n3cccc3)s2)C1 (stereo not drawn) | 3 | -13% | 8 | 3% | 2% | i | 8% | 15% | 9% | Spn PMK inh pilot replicates=5.0;Spn MK inh pilot replicates=0.0;DPM-DC inhibit pilot screen %=3.5
N#Cc1ccccc1NC(=O)COC(=O)CSc1nc2ccccc2o1 | 0 | 16% | 18 | -18% | . | i | -1% | 6% | 5%
CC(C)(C)NC(=O)Cn1c(=O)oc2cc(S(=O)(=O)N3CCc4ccccc43)ccc21 | 9 | -5% | 5 | -3% | -21% | i | 3% | 3% | -2%
CN1CCN(c2nc3ccccc3nc2C(C#N)C(=O)OC2CCCCC2)CC1 (stereo not drawn) | 6 | 24% | 8 | 9% | 15% | i | -8% | 26% | -3%
COc1ccc(S(=O)(=O)Cc2ccc(C(=O)NCCc3ccc(S(N)(=O)=O)cc3)o2)cc1 | 7 | . | 13 | 0% | . | i | 6% | 16% | -8% | Spn PMK inh pilot replicates=0.0;Spn MK inh pilot replicates=0.0;DPM-DC inhibit pilot screen %=0.0
COc1ccc(/C(O)=C2/C(=O)C(=O)N(CCCN(C)C)C2c2cccc(Cl)c2)cc1OC (stereo not drawn) | 12 | 1% | 8 | -8% | 16% | i | -20% | 10% | -4%
O=C(CSc1nnc(-c2ccc(Cl)cc2)n1Cc1ccco1)c1cccs1 | 22 | -10% | 7 | -6% | . | i | 7% | 10% | -6%

High-throughput results as filed in PubChem BioAssay.
